Assay outcomes from PubChem BioAssay.
TcdB GH inh – blocks C. difficile toxin B glycohydrolase activity | P18177 | TcdB glycohydrolase enzymatic assay, plate reader | inhibition, % at 9.99 µM | 350,000 tested, 0.24% active | AID 652162; in the data active means inhibition above about 10%
Active calls of the source: *. Only part of the results is shown; rates above refer to the full screens.

SMILES | TcdB GH inh
Cc1ccc(S(=O)(=O)N(C)C[C@@H]2Oc3ccc(N(C)C)cc3C(=O)N([C@@H](C)CO)C[C@H]2C)cc1 | -0.8
CCC(=O)N1[C@H](C#N)[C@H](c2ccccc2-c2cccc(C)c2)[C@H]1CO | 0.1
C[C@H]1CN([C@@H](C)CO)C(=O)CCCn2nncc2CO[C@@H]1CN(C)C(=O)C1CC1 | 0.5
C[C@@H]1CN([C@@H](C)CO)C(=O)c2cc(NC(=O)Cc3ccccc3)ccc2O[C@@H](C)CCCCO[C@H]1CN(C)S(=O)(=O)c1ccc(Cl)cc1 | 1.0
N#C[C@@H]1[C@H](c2ccccc2)[C@@H](CO)N1S(=O)(=O)c1ccc(-c2ccccc2)cc1 | -2.0
COCC(=O)Nc1ccc2c(c1)[C@@H]1C[C@@H](CC(=O)NCCN3CCCCC3)O[C@H](CO)[C@@H]1O2 | -2.7
N#C[C@@H]1[C@H](c2ccc(C#CC3CCCCC3)cc2)[C@H](CO)N1C(=O)Nc1ccc(F)cc1 | -0.7
O=C(C[C@H]1C[C@@H]2c3cc(NC(=O)C4CCC4)ccc3O[C@@H]2[C@H](CO)O1)NCC1CC1 | -0.4
C[C@H]1CN([C@@H](C)CO)C(=O)c2cccc(NC(=O)Nc3cccc4ccccc34)c2O[C@@H]1CN(C)S(=O)(=O)c1cccs1 | -0.2
CO[C@H](CN(C)C(=O)c1ccc2c(c1)OCO2)[C@H](C)CN([C@@H](C)CO)S(=O)(=O)c1ccc(C)cc1 | -0.4
C[C@@H]1CN([C@H](C)CO)C(=O)c2cccc(NC(=O)Nc3ccc4c(c3)OCO4)c2O[C@@H]1CN(C)S(C)(=O)=O | -0.2
O=S(=O)(N[C@H]1CC[C@@H](CCn2cc(-c3cccnc3)nn2)O[C@@H]1CO)c1ccc(Cl)cc1 | -0.1
C[C@@H]1CN([C@@H](C)CO)C(=O)c2cc(NC(=O)NC3CCCCC3)ccc2O[C@@H]1CN(C)Cc1ccc(Cl)c(Cl)c1 | -0.9
C[C@@H]1CCCCO[C@H](CN(C)C(=O)Nc2ccccc2)[C@H](C)CN([C@@H](C)CO)C(=O)c2cc(NS(=O)(=O)c3ccc(Cl)cc3)ccc2O1 | 0.1
O=C(NCC(F)(F)F)[C@H]1[C@H](CO)[C@H]2Cn3c(cccc3=O)[C@@H]1N2CC1CCCC1 | 1.2
CCCNC(=O)Nc1ccc2c(c1)OC[C@@H](C)N(C(=O)CC)C[C@@H](C)[C@@H](OC)CN(C)C2=O | 2.3
N#C[C@@H]1[C@@H](c2ccc(C#Cc3ccccc3F)cc2)[C@@H](CO)N1C(=O)c1cccnc1 | 0.7
C[C@H](CO)N1C[C@H](C)[C@@H](CN(C)C(=O)Nc2cccc3ccccc23)Oc2ccc(NS(C)(=O)=O)cc2CC1=O | 0.4
Cc1ccc(S(=O)(=O)Nc2ccc3c(c2)C(=O)N([C@@H](C)CO)C[C@H](C)[C@H](CN(C)C(=O)Cc2ccccc2)OCCCC[C@@H](C)O3)cc1 | 0.5
O=C(C[C@@H]1CC[C@@H]2[C@H](COC[C@@H](O)CN2S(=O)(=O)c2ccc(F)cc2)O1)NCC1CC1 | -1.3
COc1cccc(C#Cc2ccc3c(c2)O[C@@H](CN(C)C(C)=O)[C@@H](C)CN([C@H](C)CO)S3(=O)=O)c1 | 1.6
COc1ccc(CNC(=O)C[C@H]2C=C[C@@H](NC(=O)c3cccc(F)c3)[C@H](CO)O2)cc1 | -0.6
Cc1ccc(S(=O)(=O)N(C)C[C@H]2Oc3ccc(NC(=O)Nc4ccc(F)cc4)cc3C(=O)N([C@H](C)CO)C[C@H]2C)cc1 | 0.9
CCCNC(=O)N(C)C[C@@H]1Oc2ncc(Br)cc2C(=O)N([C@@H](C)CO)C[C@@H]1C | 1.3
CN1C(=O)c2cc(NC(=O)c3ccccc3F)ccc2OC[C@H]2O[C@H](CC(=O)NCc3ccc4c(c3)OCO4)CC[C@@H]21 | 1.7

Reformatted: entries from further up.
CCC(=O)N1[C@H](C#N)[C@H](c2ccccc2-c2cccc(C)c2)[C@H]1CO
- TcdB GH inh: 0.1

C[C@@H]1CCCCO[C@H](CN(C)C(=O)Nc2ccccc2)[C@H](C)CN([C@@H](C)CO)C(=O)c2cc(NS(=O)(=O)c3ccc(Cl)cc3)ccc2O1
- TcdB GH inh: 0.1

C[C@@H]1CN([C@@H](C)CO)C(=O)c2cc(NC(=O)Cc3ccccc3)ccc2O[C@@H](C)CCCCO[C@H]1CN(C)S(=O)(=O)c1ccc(Cl)cc1
- TcdB GH inh: 1.0

N#C[C@@H]1[C@H](c2ccc(C#CC3CCCCC3)cc2)[C@H](CO)N1C(=O)Nc1ccc(F)cc1
- TcdB GH inh: -0.7

Returning to the listing, starting 2 compounds before the break.
SMILES | TcdB GH inh
CCCNC(=O)N(C)C[C@@H]1Oc2ncc(Br)cc2C(=O)N([C@@H](C)CO)C[C@@H]1C | 1.3
CN1C(=O)c2cc(NC(=O)c3ccccc3F)ccc2OC[C@H]2O[C@H](CC(=O)NCc3ccc4c(c3)OCO4)CC[C@@H]21 | 1.7
COc1cccc(-c2ccc([C@@H]3[C@H](CO)N4C(=O)CN(C(=O)c5ccncc5)C[C@@H]34)cc2)c1 | -0.2
O=C(C[C@H]1CC[C@H](NS(=O)(=O)c2ccc(F)cc2)[C@H](CO)O1)NCCN1CCCCC1 | -0.1
C/C=C/c1cnc2c(c1)C(=O)N([C@@H](C)CO)C[C@@H](C)[C@@H](CN(C)S(=O)(=O)c1cccs1)O2 | 1.3
C[C@@H]1CN([C@@H](C)CO)C(=O)c2cccc(N(C)C)c2O[C@H]1CN(C)Cc1ccc(Oc2ccccc2)cc1 | 0.2
C[C@H](CO)N1C[C@H](C)[C@@H](CN(C)C(=O)Nc2cccc(F)c2)Oc2ncc(C3=CCCC3)cc2C1=O | -0.2
COCC#Cc1cnc2c(c1)C(=O)N([C@H](C)CO)C[C@@H](C)[C@@H](CN(C)C(=O)c1cccc(F)c1)O2 | 0.2
COc1ccc(S(=O)(=O)N(C)C[C@H]2OCCCC[C@H](C)Oc3ccc(NC(=O)Nc4cccc5ccccc45)cc3C(=O)N([C@@H](C)CO)C[C@@H]2C)cc1 | -0.2
Cc1ccc(S(=O)(=O)N(C)C[C@H]2Oc3c(NS(=O)(=O)c4cccs4)cccc3C(=O)N([C@H](C)CO)C[C@@H]2C)cc1 | 0.3
COc1ccc(NC(=O)Nc2ccc3c(c2)C(=O)N([C@H](C)CO)C[C@H](C)[C@H](CN(C)S(=O)(=O)c2ccc(C)cc2)OCCCC[C@H](C)O3)cc1 | -1.6
CN(C)C(=O)[C@]1(CCS(=O)(=O)c2ccccc2)N=C(c2ccc(OCCCO)cc2)O[C@@H]1c1ccccc1 | 0.3
C[C@@H]1CCCCO[C@@H](CN(C)C(=O)Nc2ccc(F)cc2)[C@H](C)CN([C@H](C)CO)C(=O)c2cc(NS(C)(=O)=O)ccc2O1 | -0.5
Cc1noc(C)c1NC(=O)N(C)C[C@H]1Oc2c(NC(=O)c3ccncc3)cccc2C(=O)N([C@@H](C)CO)C[C@@H]1C | 1.8
COc1ccc(CN(C)C[C@H]2Oc3ccc(NS(=O)(=O)c4ccc(F)cc4)cc3C(=O)N([C@@H](C)CO)C[C@@H]2C)cc1 | 0.9
Cc1noc(C)c1NC(=O)N(C)C[C@@H]1Oc2ccc(NS(=O)(=O)c3ccccc3)cc2CC(=O)N([C@@H](C)CO)C[C@H]1C | -0.8
C[C@H]1CN([C@@H](C)CO)C(=O)c2cc(-c3ccc(F)cc3)cnc2O[C@H]1CN(C)C(=O)C1CCC1 | -2.6
CC(=O)N(C)C[C@@H]1Oc2cc(C#CCN(C)C)ccc2S(=O)(=O)N([C@@H](C)CO)C[C@@H]1C | -0.2
COc1cccc(NC(=O)N[C@H]2CC[C@@H](CC(=O)N3CCN(C)CC3)O[C@H]2CO)c1 | -0.3
C[C@H](CO)N1C[C@H](C)[C@H](CN(C)Cc2ccccc2C(F)(F)F)OCc2ccccc2-c2ccccc2C1=O | 0.9
CC(C)NC(=O)Nc1ccc2c(c1)C(=O)N([C@@H](C)CO)C[C@@H](C)[C@@H](CN(C)C(=O)Cc1ccccc1)OCCCC[C@@H](C)O2 | 0.6
Cc1noc(C)c1S(=O)(=O)N(C)C[C@H]1Oc2ccc(NS(=O)(=O)c3ccccc3)cc2CC(=O)N([C@@H](C)CO)C[C@H]1C | 0.7
C[C@@H]1CN([C@@H](C)CO)C(=O)c2cc(NC(=O)Nc3ccc4c(c3)OCO4)ccc2O[C@@H](C)CCCCO[C@H]1CN(C)Cc1ccccc1 | 0.1
COc1ccc(-c2ccc3c(c2)O[C@H](CN(C)Cc2ccccc2C(=O)O)[C@@H](C)CN([C@@H](C)CO)S3(=O)=O)cc1 | 3.1
CC(C)(C)S(=O)N1Cc2cc(C(=O)NCc3ccc4c(c3)OCO4)nc(-c3cccc(-c4cccc(F)c4)c3)c2[C@@H]1CCO (some centres undefined) | -0.3
CNC[C@@H]1OCCCC[C@H](C)Oc2ccc(NS(=O)(=O)c3ccc(F)cc3)cc2C(=O)N([C@H](C)CO)C[C@@H]1C | -0.3
O=C(C[C@@H]1CC[C@@H]2[C@H](COC[C@H](O)CN2Cc2ccccc2F)O1)N1CCc2ccccc2C1 | 0.5

Quoted from the listing:
`COc1ccc(NC(=O)Nc2ccc3c(c2)C(=O)N([C@H](C)CO)C[C@H](C)[C@H](CN(C)S(=O)(=O)c2ccc(C)cc2)OCCCC[C@H](C)O3)cc1` in TcdB GH inh is listed with -1.6
`COc1ccc(-c2ccc3c(c2)O[C@H](CN(C)Cc2ccccc2C(=O)O)[C@@H](C)CN([C@@H](C)CO)S3(=O)=O)cc1` in TcdB GH inh is listed with 3.1
`CC(C)(C)S(=O)N1Cc2cc(C(=O)NCc3ccc4c(c3)OCO4)nc(-c3cccc(-c4cccc(F)c4)c3)c2[C@@H]1CCO` (some centres undefined) in TcdB GH inh is listed with -0.3
`COc1cccc(NC(=O)N[C@H]2CC[C@@H](CC(=O)N3CCN(C)CC3)O[C@H]2CO)c1` in TcdB GH inh is listed with -0.3

(list continues)
SMILES | TcdB GH inh
CNC[C@H]1Oc2ccc(NC(=O)NC3CCCCC3)cc2C(=O)N([C@@H](C)CO)C[C@H]1C | 0.1
CNC[C@@H]1OCCCC[C@H](C)Oc2ccc(NS(=O)(=O)c3ccc(C)cc3)cc2C(=O)N([C@H](C)CO)C[C@H]1C | 1.2
C[C@@H]1CN([C@H](C)CO)C(=O)c2cc(N(C)C)ccc2O[C@@H]1CN(C)S(=O)(=O)c1cccs1 | -0.3
COc1cccc(S(=O)(=O)Nc2ccc3c(c2)[C@H]2C[C@@H](CC(=O)NCc4ccccc4F)O[C@H](CO)[C@H]2O3)c1 | -1.4
O=C(C[C@@H]1CC[C@H]2[C@@H](COC[C@H](O)CN2CC2CCCC2)O1)NCc1ccc(Cl)cc1 | 0.5
C[C@@H]1CN([C@@H](C)CO)C(=O)c2cccc(NC(=O)c3cnccn3)c2O[C@H]1CN(C)Cc1ccc(C(=O)Nc2ccccc2N)cc1 | 0.9
COc1ccc(NC(=O)Nc2ccc3c(c2)C(=O)N([C@H](C)CO)C[C@H](C)[C@@H](CN(C)S(=O)(=O)c2ccc(Cl)cc2)OCCCC[C@@H](C)O3)cc1 | 0.7
O=C(N[C@@H]1CC[C@H](CCn2cc(C3(O)CCCC3)nn2)O[C@H]1CO)C1CCC1 | -1.7
C[C@@H]1CCCCO[C@@H](CN(C)S(=O)(=O)c2ccccc2)[C@H](C)CN([C@H](C)CO)C(=O)c2cc(NS(=O)(=O)c3cn(C)cn3)ccc2O1 | 0.5
CCNC(=O)C[C@@H]1CC[C@@H]2[C@H](COC[C@@H](O)CN2C(=O)c2cccnc2)O1 | 0.0
COc1ccc(NC(=O)N[C@H]2CC[C@H](CCNC(=O)Cc3ccncc3)O[C@@H]2CO)cc1 | -1.2
CCNC(=O)C[C@@H]1CC[C@@H]2[C@H](COc3ccc(NC(=O)Nc4cccc(F)c4)cc3C(=O)N2C)O1 | -2.5
C[C@@H]1CN([C@H](C)CO)C(=O)c2cc(NC(=O)NC3CCCCC3)ccc2O[C@@H](C)CCCCO[C@H]1CN(C)C(=O)CCC(F)(F)F | 0.8
CN1C(=O)c2cc(NC(=O)C3CC3)ccc2OC[C@H]2O[C@@H](CC(=O)NCc3ccccc3F)CC[C@@H]21 | 0.1
C[C@@H]1CN([C@H](C)CO)C(=O)c2cc(NC(=O)Nc3ccc4c(c3)OCO4)ccc2O[C@@H]1CN(C)Cc1ccc(C(=O)Nc2ccccc2N)cc1 | -1.0
O=C(Nc1cccc(Cl)c1)N1C[C@H]2[C@@H](c3ccccc31)[C@@H](CO)N2CC1CCOCC1 | -1.0
COc1ccc(C#Cc2ccc([C@H]3[C@@H](CO)N4CCCCN(Cc5ccncc5)C[C@@H]34)cc2)cc1 | -0.8
C[C@@H]1CN([C@@H](C)CO)C(=O)c2c(c3ccccc3n2C)-c2ccccc2CO[C@H]1CN(C)S(=O)(=O)CC(F)(F)F | -1.2
O=C(C[C@H]1CC[C@H](NC(=O)CC2CC2)[C@H](CO)O1)NCc1ccccc1 | -0.3
COc1ccc(S(=O)(=O)Nc2ccc3c(c2)C(=O)N([C@H](C)CO)C[C@H](C)[C@@H](CN(C)C(=O)CCC(F)(F)F)OCCCC[C@@H](C)O3)cc1 | 0.4
C[C@@H]1CN([C@H](C)CO)C(=O)c2cc(NC(=O)Nc3ccc(C(F)(F)F)cc3)ccc2O[C@@H]1CN(C)Cc1ccc(-c2ccccc2)cc1 | 5.3
O=C(Nc1ccc2c(c1)[C@@H]1C[C@@H](CC(=O)N3CCCCC3)O[C@@H](CO)[C@@H]1O2)Nc1ccccc1F | -0.2
C[C@H](CO)N1C[C@H](C)[C@H](CN(C)Cc2ccc(C(F)(F)F)cc2)Oc2c(NC(=O)C3CCOCC3)cccc2C1=O | -0.1
CCC(=O)N1C[C@@H](C)[C@H](OC)CN(C)C(=O)c2ccc(NC(=O)COC)cc2OC[C@@H]1C | -1.0
C[C@@H]1CN([C@@H](C)CO)C(=O)Cc2cc(NC(=O)NC3CCCCC3)ccc2O[C@H]1CN(C)S(=O)(=O)c1cn(C)cn1 | -6.7
COc1ccc2c3c([nH]c2c1)[C@H](CO)N(Cc1cccc(F)c1)CC31CCN(Cc2ccccn2)CC1 | -0.7
CCN(C[C@H]1N[C@H](CO)[C@H]1c1ccc(-c2cccc(C#N)c2)cc1)C(=O)COC | -0.9
